Bioassay records: PubChem, The Scripps Research Institute Molecular Screening Center
GalR3 antagonist = human GalR3 antagonism; O60755; 0.44% of 360,000 active; inhibition, % at 3 µM; HEK293 GalR3-CNG cAMP membrane potential fluorescence; galR3 body fused to GalR1 C-terminus;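 active = inhibition above the screen-wide average plus 3 SD, cut at about 13% in these data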;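 also: forskolin and galanin both at EC90 stimulate the cells; cAMP rise reported by CNG channel membrane potential dye signal; 0% = forskolin plus galanin with DMSO and 100% = forskolin alone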
Target sequence (O60755 1-299 limits assumed): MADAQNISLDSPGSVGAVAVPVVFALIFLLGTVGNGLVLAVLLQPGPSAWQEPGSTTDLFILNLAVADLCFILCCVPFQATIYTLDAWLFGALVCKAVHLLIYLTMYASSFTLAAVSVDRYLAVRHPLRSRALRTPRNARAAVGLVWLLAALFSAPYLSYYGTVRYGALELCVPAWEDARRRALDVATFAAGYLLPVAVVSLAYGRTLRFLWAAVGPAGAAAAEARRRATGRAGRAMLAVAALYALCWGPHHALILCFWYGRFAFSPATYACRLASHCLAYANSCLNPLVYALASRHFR
Active calls of the source: *. Not all compounds are listed; rates above refer to the full screens.

SMILES	GalR3 antagonist
COc1cc(C(O)c2nc(-c3cccc4cccnc34)cs2)ccc1F (stereo unspecified)	-5
CC(C)c1ccc(NC(=O)Nc2nnc([C@H]3C[C@H](O)[C@@H](CO)O3)s2)cc1	-1
CCOC(=O)[C@]12CCCC=C1N(Cc1ccc3c(c1)OCO3)C(=O)[C@H](CC(=O)NCc1ccc(OC)c(OC)c1)C2	-6
CCc1nc2ccc(C(=O)NCCNC(C)=O)cn2c1N(CC)Cc1cccc(Br)c1	-9
COc1cccc(C(=O)NNS(=O)(=O)c2ccccc2)c1	-3
CNc1cncc(-c2ccc(CN3CCOCC3)cc2)n1	-2
COC(=O)[C@]12C[C@H](CC(=O)NCCC(C)C)C(=O)N(Cc3ccccc3)C1=C[C@H](C1CCCC1)O[C@@H]2C	-3
CC(=O)NCCNc1nc2cc(-c3cnn(CCC(C)C)c3)sc2c(=O)n1C	-6
OC(c1ccccc1)(c1ccccc1)c1nccc2ccccc12	-4
CCN(CC)C(=O)C1=C(C)N(Cc2ccc(C(C)(C)C)cc2)C(=O)C(CC(=O)NC(c2ccccc2)c2ccccc2)C1 (stereo unspecified)	-9
Cc1cn([C@H]2C[C@H](O)[C@@H](/C=C/C(=O)NCCCc3ccccc3)O2)c(=O)[nH]c1=O	-6
CCN=C1NC(c2cccc(F)c2)C(C(=O)OC)=C(C)N1Cc1ccccc1C(F)(F)F (stereo unspecified)	-4
CCOC(=O)[C@]12CCC=C1N(Cc1ccccc1)C(=O)[C@H](CC(=O)NCc1ccccc1)C2	-6
N#CC(=C1C=CC(=NO)C(Cl)=C1)c1ccc(Cl)cc1	-4
O=C(C=Cc1ccccc1)c1c[nH]c2ccccc2c1=O	-7
Nc1ccc(N2N=C(N3CCCC3)CC2=O)cc1	-6
COc1ccc(OC)c2c1CCC1(C2)NC(=O)NC1=O (stereo unspecified)	0
Cc1ccc(S(=O)(=O)N2CCN(C(=O)COC(=O)Cc3ccc(F)cc3)CC2)c(C)c1	-2
Cc1ccc(S(=O)(=O)NCC(=O)OC(C)C(=O)NCc2ccc3c(c2)OCO3)cc1 (stereo unspecified)	-3
CC(=O)Nc1cc(-c2cccc(C(=O)N(C)C)c2)cn2c(-c3ccc(F)c(Cl)c3)cnc12	-4
O=C(CSc1nc2[nH]c(=O)cc(O)c2s1)Nc1nncs1	-3
CCOc1ccc(Cl)cc1-c1cc(C(=O)NCCc2ccncc2)[nH]n1	-1
CC(C)(C)NC(=O)C(c1ccc(-c2ccccc2)cc1)n1c(=O)c(-c2ccco2)nc2ccccc21 (stereo unspecified)	-2
O=C(O)C1=NN(c2cc(Cl)c(S(=O)(=O)O)cc2Cl)C(=O)C1	0
Cc1c(C(=O)c2ccc3c(c2)OCO3)ccc2c1OCO2	-4
Next section
SMILES	GalR3 antagonist
CC(C)[C@@H](C)/C=C/[C@@H](C)[C@H]1CC[C@@H]2[C@]1(C)CCC1[C@]23C=C[C@]2(C[C@@H](O)CC[C@]12C)N(c1cnccn1)O3 (stereo partly specified)	-5
COc1ccc(-c2nc(S(=O)(=O)c3ccccc3)c(N3CCN(C)CC3)o2)cc1	-4
CCN(CC(=O)Nc1ccc(NC(C)=O)cc1)C(=O)CN1C(=O)NC(C)(c2ccc3ccccc3c2)C1=O (stereo unspecified)	-3
CC12CCC3C(CCC4CC(O)CCC43C)C1CC(O)C2 (stereo unspecified)	-6
COc1ccc(OC)c(C(=O)c2ccc([N+](=O)[O-])cc2)c1	-8
Nc1ncnc2c1ncn2[C@@H]1O[C@H](C(=O)N2CCSC2)[C@@H](O)[C@H]1O	-6
N#Cc1ccc(S(=O)(=O)N2CCCc3nc(-c4ccc(F)cc4)ccc32)cc1	-5
CC(C)C[C@H]1CN(CCCC[C@H]2CNC(=O)C(=O)N2Cc2ccccc2)C(=O)C(=O)N1Cc1ccccc1	2
N#Cc1ccccc1COC(=O)c1cc(S(=O)(=O)N2CCOCC2)ccc1F	0
CC(=O)NNc1nc(-c2ccccc2)c2cc(Cl)ccc2n1	-6
CC1=C(C(=O)N(C(C)C)C(C)C)CC(CC(=O)NC2CCCC2)C(=O)N1CCCN1CCCC1=O (stereo unspecified)	-6
CSc1cccc(NC(=S)NN/C(=N/S(=O)(=O)c2ccccc2)N2CCCC2)c1	-6
CN(C)c1nn2c(-c3ccccc3)nnc2o1	-1
CN(c1cccnc1)c1ccc(NC(=O)CCc2c[nH]c3ccccc23)cc1Br	-8
COc1ccc(C(C(=O)NCc2ccccc2)n2c(-c3ccncc3)nc3ccccc32)cc1 (stereo unspecified)	-6
COc1ccc(NC(=O)Cn2c([N+](=O)[O-])cnc2C)c(OC)c1	-8
Cc1cccc(NC(=O)c2cccc(S(=O)(=O)N(C)C3CCCCC3)c2)n1	-4
S=C(Nc1cccc2ccccc12)Nc1cccc2ccccc12	-8
FC(F)(F)c1ccccc1Cc1c(-c2cccc(Br)c2)nc2ccc(Cl)cn12	-5
CCOC(=O)N1CCN(C(=O)C[C@H]2C[C@@]3(C(=O)OC)C(=C[C@H](C(C)(C)C)O[C@@H]3C)N(Cc3ccccc3)C2=O)CC1	-3
COc1ccc(-c2cnc3c(NC=O)cc(-c4cccc(NS(C)(=O)=O)c4)cn23)cc1OC	59*
CCC(C(=O)Nc1c(C)cccc1C)n1c(-c2cnc(C)cn2)nc2ccccc21 (stereo unspecified)	-8
CN(C)CCOC1(Cc2ccc(F)cc2)CCC(C(C)(C)C)CC1 (stereo unspecified)	-5
CCCS(=O)(=O)Nc1ccc(N2CCCCC2)c(S(=O)(=O)Nc2ccccc2OC)c1	-4
Cc1cc(C)nc(NS(=O)(=O)c2ccc(NS(=O)(=O)c3ccc(F)c(F)c3)cc2)n1	1
Other structures:
SMILES	GalR3 antagonist
Cc1ccnc(NC(=O)CCN2C(=O)c3ccccc3S2(=O)=O)n1	-4
O=C1CCC(C2CCc3cc(O)ccc3C2)C1 (stereo unspecified)	2
Cc1cccc(CN2CCN(C3CN(C4CCCC4)S(=O)(=O)C3)CC2)c1 (stereo unspecified)	-5
CCCCCCCCN1C(=O)[C@H](CC(=O)N2CCN(C(=O)C3CC3)CC2)C[C@@]2(C(=O)OC)CCCCC=C12	-7
CCN(CC(=O)Nc1c(F)cccc1F)C(=O)C1CCN(S(=O)(=O)c2ccccc2C(=O)OC)CC1	-6
O=C(Cc1cccs1)N[C@@H]1c2ccccc2CC[C@H]1OCc1ccccc1	-6
CCOC(=O)[C@]12CCC=C1N(Cc1ccco1)C(=O)[C@H](CC(=O)NCc1cccs1)C2	0
Cc1ccc(S(=O)(=O)Nc2ccc3c(c2)C(=O)N([C@H](C)CO)C[C@H](C)[C@H](CN(C)C(=O)Nc2cccc4ccccc24)OCCCC[C@@H](C)O3)cc1	1
CNC[C@@H]1Oc2cc(Br)ccc2S(=O)(=O)N([C@@H](C)CO)C[C@@H]1C	-2
CC(C)Nc1nc(Nc2ccc(F)cc2)c2sccc2n1	-1
c1ccc2c(c1)-c1ccccc1C2N1CCOCC1	-7
CC(C)CC1C(=O)N(Cc2cn(CCC3OCCCO3)nn2)CCS(=O)(=O)N1Cc1ccc(-c2ccccc2)cc1 (stereo unspecified)	8
Cc1ccc(NCSc2ccc(Cl)cc2)cc1	-4
COCCNC(=O)C1(C)CCN(C(=O)c2oc3ccccc3c2C)C1 (stereo unspecified)	0
CON(Cc1ccccc1)S(=O)(=O)c1ccccc1Br	-8
Cc1ccc(S(=O)(=O)N2CCN(C(=O)COC(=O)c3nc(Cl)ccc3Cl)CC2)c(C)c1	-2
O=C1NC[C@H](c2ccccc2)N(CCCCC2CCCCC2)C1=O	-7
O=c1[nH]c(=S)[nH]cc1Oc1ccccc1	-6
COc1ccc(-c2ccc3c(n2)CCCN3S(=O)(=O)c2ccc(C(F)(F)F)cc2)cc1	-3
Cc1nn(C2CC(O)C(O)C(CO)O2)c(=O)[nH]c1=O (stereo unspecified)	-2
COc1ccc(N2C(=O)c3n[nH]c(C)c3C2c2ccccc2)cc1 (stereo unspecified)	-6
O=C(OCc1ccccc1)N1CCCCC1c1c(Cl)cccc1Br (stereo unspecified)	-4
Cc1cn([C@H]2C[C@H](O)[C@@H](CNCc3ccc4ncccc4c3)O2)c(=O)[nH]c1=O	-6
COC(=O)c1cc2c(c3c4cc(OC)ccc4n(S(=O)(=O)c4cccc(C)c4)c13)C(=O)N(Cc1ccc(C(F)(F)F)cc1)C2	-4
C#CCNC(=O)C[C@@H]1C[C@@]2(C(=O)OCC)CCCC=C2N(CCCCCCCC)C1=O	-7
(continued)
SMILES	GalR3 antagonist
O=C(OC(c1ccccc1)c1nccc2ccccc12)c1ccccc1 (stereo unspecified)	-7
COc1ccc(CN2CCN(C(=O)c3ccccc3C(=O)c3ccccc3)CC2)cc1F	-5
COC(=O)c1ccc2nc3c(cc2c1)[C@@H]1CCN2C(=O)CCC[C@H](C3)[C@H]12	-2
CC1=C(C(=O)N(C)C)CC(CC(=O)NCc2cccc3ccccc23)C(=O)N1CCCN1CCCC1=O (stereo unspecified)	4
CC(C)(C)S(=O)N1Cc2cc(=O)n(Cc3ccccc3)cc2[C@@H]1CCO (stereo partly specified)	-3
Cc1ccc(S(=O)(=O)N2C[C@@H]3[C@H]4CC[C@H](C4)[C@@H]3[C@@H](C)[C@@H]2c2cccn2Cc2ccccc2)cc1	-5
O=C(COC(=O)c1cccc(Br)c1)NC(=O)NC1CCCC1	-3
O=C(Nc1ccc([N+](=O)[O-])cc1)NN1CCCCCC1	-3
CN(C)C1CN(Cc2cn(Cc3cccc(C(F)(F)F)c3)nn2)S(=O)(=O)C1 (stereo unspecified)	-5
CCCCCCCCN1C(=O)[C@@H](CC(=O)NCC2CCCCC2)C[C@@]2(C(=O)OC)C1=C[C@H](C1CCCC1)O[C@@H]2C	-4
COC(=O)C1=C(C(=O)OC)C(C(=O)OC)N2C=CC=CC2=C1C(=O)OC (stereo unspecified)	-6
CCCn1cnnc1CNC(=O)[C@H]1O[C@@H](n2ccc(=O)[nH]c2=O)[C@H](O)[C@@H]1O	-2
COC(=O)[C@@]1(C)[C@H]2C(=O)N(Cc3ccccc3)C(=O)[C@H]2[C@H]2CN(C)C(=NC3CCCCC3)N21	-4
COc1ccc(-c2cccc(-c3cc(=O)oc4cc5c(cc34)OCO5)c2)cc1	2
CCCCNC(=O)C[C@@H]1C[C@@]2(C(=O)OC)CC(C)(C)CC=C2N(Cc2ccc3c(c2)OCO3)C1=O	-9
COc1ccc(C(=O)N2CCOC2CNC(=O)C(=O)NCc2ccc(C)cc2)cc1 (stereo unspecified)	-6
CN1OC[C@@H]2CN(C(=S)Nc3ccc(C#N)cc3)[C@H](c3ccc(N4CCCCC4)cc3)C[C@@H]21	-7
C[C@@H]1CN([C@@H](C)CO)C(=O)CCCn2nncc2CO[C@@H]1CN(C)S(=O)(=O)c1ccc(-c2ccccc2)cc1	-6
CC1(C(=O)NS(=O)(=O)c2ccc(Cl)cc2)CCN1C(=O)Cc1cccs1 (stereo unspecified)	-6
CCCCCC(=O)N1C[C@@H](n2cc(COC(=O)c3ccccc3)nn2)[C@H](O)C[C@@H]1c1ccc(OC)cc1	-4
CC(=Nc1ccc(Cl)cc1N)c1c(O)cc(C)oc1=O	-2
CC1(Oc2ccc(F)cc2)CCN(Cc2ccccc2OC(F)F)C1 (stereo unspecified)	-2
CNc1cnc(-c2ccc(F)c(F)c2F)cn1	-4
O=C(NCc1ccccc1)C1C(c2ccc3c(c2)OCO3)=Nc2ccccc2N1C(=O)c1ccco1 (stereo unspecified)	-9
CCOC(=O)CNC(=O)N(C)[C@H]1C[C@H]2c3[nH]c4c(-c5ccccc5)cccc4c3CCN2C(=O)[C@H]1[C@H](C)O	-6
The list continues:
SMILES	GalR3 antagonist
CO[C@H]1CN(C)C(=O)c2ccc(NC(=O)C3CCC3)cc2OC[C@H](C)N(CC2CCCCC2)C[C@@H]1C	-2
CC(=O)C1=C(C)N(Cc2ccc(F)cc2)C(=S)NC1c1ccc(Br)cc1 (stereo unspecified)	-3
CC(=O)Oc1cc2c(cc1OC(C)=O)C(=O)CCCC2	-6
CC(=O)Nc1ccc(-c2noc(-c3csc([C@@H]4C[C@H](O)[C@@H](CO)O4)n3)n2)cc1	-1
CC(=O)Nc1c(Br)cc2c(c1Br)C(=O)c1ccccc1-2	-3
CNc1nc(NCCOc2ccccc2Cl)c2sccc2n1	-10
COC(=O)C1=NNC(C(=O)OC)C1c1ccccc1 (stereo unspecified)	-5
COCCN(C(=O)COC(=O)CNC(=O)c1ccc(C)cc1)c1c(N)n(Cc2ccccc2)c(=O)[nH]c1=O	-2
CCC(=O)N1CCC(C)(C(=O)Nc2nccc3ccccc23)C1 (stereo unspecified)	-5
COc1cccc(CN(C)C(=O)c2ccc(Cl)c(S(=O)(=O)N3CCCCCC3)c2)c1OC	-10
CN(Cc1ccccc1)C(=O)c1csc([C@@H]2C[C@H](O)[C@@H](CO)O2)n1	-4

13 entries from above, reformatted.
SMILES,GalR3 antagonist
CC(C)(C)NC(=O)C(c1ccc(-c2ccccc2)cc1)n1c(=O)c(-c2ccco2)nc2ccccc21 (stereo unspecified),-2
O=C(O)C1=NN(c2cc(Cl)c(S(=O)(=O)O)cc2Cl)C(=O)C1,0
Cc1c(C(=O)c2ccc3c(c2)OCO3)ccc2c1OCO2,-4
CC(C)[C@@H](C)/C=C/[C@@H](C)[C@H]1CC[C@@H]2[C@]1(C)CCC1[C@]23C=C[C@]2(C[C@@H](O)CC[C@]12C)N(c1cnccn1)O3 (stereo partly specified),-5
COc1ccc(-c2nc(S(=O)(=O)c3ccccc3)c(N3CCN(C)CC3)o2)cc1,-4
CCN(CC(=O)Nc1ccc(NC(C)=O)cc1)C(=O)CN1C(=O)NC(C)(c2ccc3ccccc3c2)C1=O (stereo unspecified),-3
CC12CCC3C(CCC4CC(O)CCC43C)C1CC(O)C2 (stereo unspecified),-6
COc1ccc(OC)c(C(=O)c2ccc([N+](=O)[O-])cc2)c1,-8
Nc1ncnc2c1ncn2[C@@H]1O[C@H](C(=O)N2CCSC2)[C@@H](O)[C@H]1O,-6
N#Cc1ccc(S(=O)(=O)N2CCCc3nc(-c4ccc(F)cc4)ccc32)cc1,-5
CC(C)C[C@H]1CN(CCCC[C@H]2CNC(=O)C(=O)N2Cc2ccccc2)C(=O)C(=O)N1Cc1ccccc1,2
N#Cc1ccccc1COC(=O)c1cc(S(=O)(=O)N2CCOCC2)ccc1F,0
CC(=O)NNc1nc(-c2ccccc2)c2cc(Cl)ccc2n1,-6
